Bioassay records: PubChem, several laboratories
Exocytosis inh – lytic granule exocytosis inhibition; TALL-104 LAMP-1 surface exposure, flow cytometry; cells stimulated with thapsigargin and PMA; inhibition, % at 10 µM; hit rate 0.66% among 360,000;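 active = inhibition above about 55%, limit read from the data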
ABCB6 inh MLPCN – human ABCB6 transporter inhibition | Q9NP58 | K562-ABCB6 porphyrin accumulation, flow cytometry, 1 h; active compounds read low | fluorescence ratio to DMSO, % at 10 µM | hit rate 0.19% among 360,000 | AID 602162;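 active = fluorescence ratio to DMSO below 75%, the collection mean minus 3 SD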;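 note: signal is porphyrin accumulated inside mitochondria; 100% equals median channel fluorescence of DMSO control wells; lower ratio means ABCB6 inhibition with less porphyrin fluorescence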
MC4R ag barr – human MC4R agonism via beta-arrestin; P32245; U2OS MC4R beta-arrestin complementation, luminescence; percent of melanotan II response, DMSO zero; activation, % at 8.9 µM; hit rate 0.98% among 360,000; AID 540308;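 active = activation above a per-plate cutoff, the mean activation of sample wells on that plate plus 3 SD, cut at about 8% in these data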
MC4R antagonist – blocks human MC4R cAMP signaling. AID 540295. P32245. inhibition, % at 6.5 µM. MC4R-expressing cells, MTII-stimulated cAMP, LANCE TR-FRET. hit rate 0.48% among 360,000;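 active = inhibition above its plate's cutoff, the mean of tested wells on that plate plus 3 SD, cut at about 29% in these data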;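 note: 0% = Melanotan II alone and 100% = Melanotan II plus saturating MCL0020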
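Test system: U2OS cells stably expressing human melanocortin 4 receptor (MC4R); also added: Melanotan II challenge; compound: 6.5 µM single dose; timing: 30-min compound preincubation, 1-h Melanotan II challenge, 1-h detection, room temperature; signal: Eu-cAMP/anti-cAMP TR-FRET, emission 671 nm; repeats: one well per compound, no replicates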
ABHD5 PLIN5 PPI – blocks binding of human ABHD5 to perilipin-5. hit rate 0.78% among 360,000. inhibition, % at 4 µM. Q00G26+Q8WTS1. Split G. princeps luciferase complementation, luminescence, 4 h;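 active = inhibition above the mean inhibition across every tested compound plus 3 SD, cut at about 22% in these data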;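 note: 0% = DMSO only wells and the 100% control is not disclosed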
Target sequence (Q00G26 whole entry, looked up): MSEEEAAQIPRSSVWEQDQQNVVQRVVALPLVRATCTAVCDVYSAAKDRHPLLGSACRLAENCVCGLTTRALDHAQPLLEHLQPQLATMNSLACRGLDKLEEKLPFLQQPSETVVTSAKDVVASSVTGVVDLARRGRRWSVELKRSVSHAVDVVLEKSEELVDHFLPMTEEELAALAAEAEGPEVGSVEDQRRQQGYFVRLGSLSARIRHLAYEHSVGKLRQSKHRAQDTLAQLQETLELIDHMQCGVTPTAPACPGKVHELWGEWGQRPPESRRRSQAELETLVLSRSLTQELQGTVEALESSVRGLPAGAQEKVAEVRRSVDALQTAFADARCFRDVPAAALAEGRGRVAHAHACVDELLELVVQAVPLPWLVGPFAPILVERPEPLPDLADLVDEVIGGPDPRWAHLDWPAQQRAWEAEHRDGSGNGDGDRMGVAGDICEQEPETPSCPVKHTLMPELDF
Target sequence (Q8WTS1 whole entry, looked up): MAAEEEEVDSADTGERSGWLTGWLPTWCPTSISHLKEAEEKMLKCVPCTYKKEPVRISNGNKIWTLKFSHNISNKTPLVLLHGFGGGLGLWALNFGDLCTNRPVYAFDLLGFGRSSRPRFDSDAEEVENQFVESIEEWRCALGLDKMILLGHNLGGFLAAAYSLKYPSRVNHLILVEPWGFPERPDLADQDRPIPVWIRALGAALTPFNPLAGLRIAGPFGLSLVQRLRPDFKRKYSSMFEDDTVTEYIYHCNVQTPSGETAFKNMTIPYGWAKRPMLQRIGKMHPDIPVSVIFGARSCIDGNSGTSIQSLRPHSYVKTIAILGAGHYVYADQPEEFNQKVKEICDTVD
m5-HT2A agonist – agonists of mouse serotonin 5-HT2A receptor (HTR2A); CHO-K1 mHTR2A beta-arrestin complementation, luminescence; percent of 30 µM serotonin response; activation, % at 7.6 µM; P35363; AID 624169; hit rate 0.66% among 360,000;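 active = activation above a run cutoff, the mean activation of all tested compounds plus 3 SD, cut at about 14% in these data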;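 note: 0% = plate median of compound wells and 100% = 30 µM serotonin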
N-glyco inh – N-linked glycosylation inhibition; reporter increase, % at 12.5 µM; hit rate 0.23% among 360,000; D54 ERlucT glycosylation luciferase reporter, 24 h; percent of 100 nM tunicamycin response;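 active = mean luciferase reporter signal, scaled so untreated is 0 and the glycosylation-blocking control 100, at or above a set limit in every replicate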;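 note: luciferase carries N-glycosylation sites so blocking glycosylation raises the light; 0% = median of neutral control wells and 100% = median of 100 nM tunicamycin wells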
PDI inh – inhibitors of human protein disulfide isomerase; PDI insulin aggregation turbidity, A650, 90 min; AID 588391; inhibition, % at 10 µM; hit rate 0.052% among 350,000; P07237;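 active = mean inhibition across replicates of 30% or more, whatever share of single replicates reach that level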;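 note: absorbance from insulin aggregation driven by PDI reduction with DTT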
Cardio protect – protects H9c2 cardiomyocytes from peroxide injury | H2O2 injury protection, ATPLite, 2 h | protection from H2O2 cell death, % at 20 µM | hit rate 0.63% among 360,000 | AID 588492;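 active = compounds giving at least 50% protection of heart cells from peroxide-induced death in the single-dose screen, raw or plate-pattern-corrected value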;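 note: 0% = DMSO wells with peroxide and 100% = DMSO wells without peroxide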
CaV13 FRET inh – Primary screen for inhibitors of IQ motif and Ca2+-dependent inactivation inhibitor domain binding in CACNA1D, Förster resonance energy transfer in living cells, … | HEK cells, CFP/YFP FRET ICDI-IQ, plate reader, 10 min; percent FRET-ratio fall versus neutral wells | inhibition, % at 12.3 µM | hit rate 0.098% among 340,000;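 active = mean replicate inhibition of at least 30% and at least 1% of replicates passing that level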;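 note: 0% = median of the neutral control wells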
Active calls of the source: *; x = not tested or not shown.

Molecule	Cardio protect	CaV13 FRET inh	PDI inh	ABCB6 inh MLPCN	N-glyco inh	ABHD5 PLIN5 PPI	MC4R antagonist	Exocytosis inh	m5-HT2A agonist	MC4R ag barr
O=C(O)C(Cc1c[nH]c2ccccc12)N1C(=O)C2C3c4ccccc4C(c4ccccc43)[C@@H]2C1=O (some centres undefined)	0	-6	3	98	0	0	4	18	-2	-1.6
O=C(Nc1ccc(NC(=O)c2cccnc2Cl)cc1)c1cccc(Cl)c1	3	-4	-30	95	-2	-5	8	9	-6	-1.9
CC(C)(C)c1ccc(OC2=CS(=O)(=O)c3ccccc32)cc1	-12	-5	-6	101	-4	-3	2	2	5	0.8
CCOC(=O)/C(C#N)=C1/C=C(C)NC(c2ccccc2O)=N1	-16	-5	6	96	1	5	16	14	0	-0.4
COc1ccccc1CCC(=O)OCC(=O)Nc1c(C)nn(-c2ccccc2)c1C	2	-6	12	98	1	6	24	-1	0	2.6
C=CCOc1ccc(-c2n[nH]c(=S)o2)cc1	-4	-5	1	99	2	-7	16	1	4	-3.2
O=C(CSc1ccc(Cl)cc1)Nc1cccc(-c2nc3ncccc3o2)c1	-4	-1	-3	98	2	2	11	25	10	-0.9
Cc1ccc(C(=O)Nc2ccccc2N2CCCC2)cc1S(=O)(=O)N1CCOCC1	10	-3	-1	97	-1	-6	5	39	0	0.1
Oc1c(N=NC(=S)Nc2ccccc2F)c2ccccc2n1Cc1ccccc1Cl	1	-5	-3	101	-1	-1	4	4	-5	-2.2
O=C(O)c1ccc(NCc2ccc(Br)cc2)cc1	-1	-5	1	102	1	4	16	0	1	-3.7
Cc1cc(=O)[nH]c(SCC(=O)NNC(=O)Cc2ccccc2)n1	12	-9	8	101	2	8	-4	0	3	1.6
CCc1ccc2c(c1)C1(NN=C(c3ccc(C)cc3)S1)C(=O)N2 (centres undefined)	20	-2	2	91	5	-39	-5	1	-6	0.7
CN(CCO)C(=O)CCC(=O)Nc1ccc(S(N)(=O)=O)cc1	6	-9	-1	94	4	0	0	2	3	0.3
CC(=O)N(c1cccc(C)c1)S(=O)(=O)c1ccc(Cl)cc1	4	-7	-1	102	-2	-1	16	-30	-4	-3.0
CC1Cc2ccccc2N1C(=O)CSc1nc2c(c(=O)n(C)c(=O)n2C)n1Cc1ccc(F)cc1 (centres undefined)	50*	x	-27	93	1	-1	0	-2	9	0.8
O=C(Nc1nnc(-c2ccc(Cl)cc2)o1)c1cccc(N2C(=O)CCC2=O)c1	-3	-1	8	87	0	0	-4	0	0	-1.6
COCCNC(=O)c1cc2oc3ccccc3c2n1C	2	-5	-2	92	1	-4	-2	-3	2	-1.3
C=CCN1C(=O)c2ccccc2Sc2ccc(C(=O)NC(C)C)cc21	1	-19	9	94	1	-18	19	-1	11	0.7
COc1ccc(OC)c(C(=O)COC(=O)COc2ccccc2F)c1	1	-3	-8	88	-1	-4	2	-1	-5	-1.8
Cc1csc(SCC(=O)Nc2ccc(F)cc2Cl)n1	1	-3	18	95	0	7	-1	3	-5	0.9
Cc1nc2c(=O)n(C)c(=O)[nH]c2n1Cc1ccccc1	-4	-5	7	97	1	-2	3	0	2	-0.4
COc1cc(/C=C/C(=O)OCC(=O)NCCc2ccc(S(N)(=O)=O)cc2)ccc1OCC#N	0	-6	8	94	-1	13	6	11	-2	1.4
CCCN(C(=O)c1cc(S(=O)(=O)N(C)c2ccccc2OC)ccc1C)C1CCS(=O)(=O)C1 (centres undefined)	9	-5	-1	91	0	2	-2	2	1	-0.6
CC(C)c1ccc(OCCCN2CCCC2)cc1	3	-19	-2	95	1	4	-2	-6	-12	0.4
CCOC(=O)c1cc(-c2cccc(C(F)(F)F)c2)nc2nc(SC)[nH]c(=O)c12	7	-5	3	94	1	4	13	-5	-1	-2.1
Cc1cccc(N(CC(=O)NC2CCCC2)C(=O)CS(=O)CC(=O)Nc2ccc3c(c2)OCO3)c1C (centres undefined)	-3	-4	-2	107	-2	0	3	-4	-3	-1.5
CCCC(=O)Nc1nc(-c2ccc3c(c2)CCN3S(C)(=O)=O)cs1	-2	x	-1	102	-4	-7	12	-1	-1	-0.6
O=C(CSc1nc(-c2ccc(F)cc2)cc(C(F)(F)F)n1)NCCN1CCOCC1	4	x	-1	105	-2	7	6	4	-6	-0.1
Cc1ccc(/C=C/C(=O)Nc2ccc(S(=O)(=O)Nc3onc(C)c3C)cc2)cc1	-4	-4	6	100	1	4	0	-5	-3	-2.3
O=C1C2C3CCC(C3)C2C(=O)N1CNc1ccc(F)cc1 (centres undefined)	0	-5	11	97	0	0	2	-1	-1	-2.8
CCN(CC)C(=O)CCC(=O)Nc1ccc(C(=O)OC)cc1	-7	-5	-5	94	2	7	2	-2	6	0.1
O=C(O)C1C2C=CC3(CN(c4cccc(C(F)(F)F)c4)C(=O)C13)O2 (centres undefined)	4	-7	-5	98	0	7	4	8	0	-2.8
O=C1N[C@@H](Cc2cn(S(=O)(=O)c3ccc([N+](=O)[O-])cc3)c3ccccc23)C(=O)N[C@H]1Cc1ccccc1	6	-10	4	93	-2	7	7	-4	11	-1.2
CC(Nc1nc(N2CCCCC2)nc2ccccc12)c1ccccc1 (centres undefined)	-19	-7	-2	102	13	-2	7	5	-10	0.4
Nc1cccc2c1C(=O)N(C(=O)c1ccc(Cl)c(S(=O)(=O)N3CCCCCC3)c1)C2=O	12	-13	-3	87	2	-6	12	-3	-1	0.7
CC(C)NC(=O)Nc1ccc2c(c1)C(=O)N([C@H](C)CO)C[C@H](C)[C@@H](CN(C)C(=O)Nc1ccccc1)O2	5	-11	14	94	1	10	2	0	2	-0.6
C[C@@H]1CN([C@@H](C)CO)C(=O)CCCn2nncc2CO[C@@H]1CN(C)C(=O)Nc1cccc(C(F)(F)F)c1	3	-6	-9	97	1	0	-1	-1	1	-0.6
CC(/C=N/NC(=O)c1nn(C)c(C)c1Br)=C\c1ccccc1	-9	-4	-9	98	-1	-9	0	4	-5	-3.2
C=CCOc1c(Br)cc(CNc2ccc(NC(=O)C(C)C)c(OC)c2)cc1OC	-18	-3	3	93	10	-2	-9	3	-4	-1.2
O=C(NCCC1=CCCCC1)NC12CC3CC(CC(C3)C1)C2	-6	-5	-1	100	x	-7	2	3	-2	-2.7
CC(=O)c1c(N2CCOCC2)nc(=S)n(-c2cc(C)ccc2C)c1C	6	-7	11	105	0	-17	2	11	5	-0.1
Cc1ccc2c(c1)N(CC(=O)NC1CCCC1)C(=O)CO2	5	-5	3	94	-2	0	17	-30	2	-0.2
Cc1nc2cc(C(F)(F)F)ccc2n1C1CCN(CC(=O)N2CCCC2)CC1	-4	-7	4	103	2	0	18	6	-3	1.7
CCC(C)N(C(=O)COC(=O)c1[nH]c(C)c(C(C)=O)c1C)C1CCS(=O)(=O)C1 (centres undefined)	12	x	-4	93	3	1	4	1	1	-1.2
O=C(Nc1ccc2c(c1)OCCO2)c1ccc(Br)o1	-21	-5	-2	96	-9	-8	0	2	-2	-2.7
CC1(C)C(=O)Nc2ccccc2N1C(=O)COC(=O)c1cccnc1Cl	2	-5	-2	98	1	-3	10	-4	4	-0.5
O=[N+]([O-])c1ccc(C2CNC(c3ccccc3)O2)cc1 (centres undefined)	0	-8	0	98	2	-5	10	3	-2	0.4
C/C(=N\NC(=O)C1=NNC(=O)C1C)c1cccs1 (centres undefined)	-4	-4	4	106	0	-6	20	-2	-1	2.5
C=CCN(C(=O)c1ccc2c(c1)nnn2C)c1ccccc1	0	-17	-2	102	1	-9	5	-2	-7	0.7
COc1cccc(-c2csc(N3CCN(C(=S)Nc4ccccc4C)CC3)n2)c1	-5	-4	0	94	-4	-3	9	-10	-1	-1.5

New compounds follow:
Molecule	Cardio protect	CaV13 FRET inh	PDI inh	ABCB6 inh MLPCN	N-glyco inh	ABHD5 PLIN5 PPI	MC4R antagonist	Exocytosis inh	m5-HT2A agonist	MC4R ag barr
CCOC(=O)CCCCC1C(CCCC(=O)OCC)C=NN1C (centres undefined)	-2	-6	-1	103	0	-2	-1	6	1	-1.1
COc1ccc(-c2cc3nc(C)cc(N4CCN(C(=O)c5ccoc5)CC4)n3n2)cc1	54*	-5	-15	95	-3	6	1	-5	-4	-1.0
COc1cc(C(=O)NCCc2nc3ccccc3n2C)cc(OC)c1OC	11	-7	-14	100	0	3	-1	-8	-1	-1.6
CCOC1=C2[C@@H](CN(S(=O)(=O)c3ccc(C)cc3)[C@H]2c2ccccc2)[C@H]2C(=O)N(Cc3ccccc3)C(=O)[C@H]2C1	-3	-6	x	91	-3	-6	x	-4	3	x
CC(C)(C)C(=O)C[n+]1cccc(C(N)=O)c1	0	0	-13	95	1	0	11	-1	4	0.5
CC(=O)c1cccc(N(CC(=O)Nc2ccc(S(=O)(=O)N3CCOCC3)cc2)S(C)(=O)=O)c1	-2	-7	5	104	1	-3	8	-4	-2	0.6
CN1C(=O)NC(c2cccc([N+](=O)[O-])c2)C2=C1CCCC2=O (centres undefined)	1	-5	-1	103	0	-1	3	-5	6	-0.3
Cc1cc2c(NC(=O)CCCC(=O)O)cccc2nn1	-3	-14	0	102	1	2	7	1	2	-1.6
CCn1c(SCC(=O)N/N=C/c2ccc(C)o2)nnc1-c1ccc(C(C)(C)C)cc1	-9	-6	-1	93	-1	3	1	-5	6	-0.9
N#Cc1c(-c2ccc3c(c2)OCO3)ccn2nc(-c3cccc(C(F)(F)F)c3)nc12	1	-4	-3	96	0	6	6	1	2	-2.7
COc1cccc(-n2c(Cc3cc(=O)[nH]c(=O)[nH]3)nnc2SCc2cccc(C(F)(F)F)c2)c1	-10	-5	-6	101	1	0	4	-3	2	-0.9
CC(=O)N/C(=C/c1ccc2c(c1)OCO2)C(=O)O	4	4	2	107	1	2	2	0	1	-1.0
CC(=NNC(=S)Nc1cccc(Cl)c1)c1ccccn1	41	-7	1	100	-13	-3	-3	-1	-10	-1.7
CN(C(=O)c1cc2c(s1)-c1ccccc1S(=O)(=O)C2)c1ccccc1F	6	-3	-1	99	1	-1	7	-3	0	-3.0
Cc1ccc(OCC(=O)NNC(=O)c2cccnc2)cc1C	0	-2	2	105	1	-1	11	-2	-2	2.4
COc1cc(F)ccc1-c1csc(C(O)c2ccc(F)cc2)n1 (centres undefined)	-14	-10	2	101	1	2	5	3	3	14*
CCOc1ccc2[nH]c3nc(SCC(=O)NC4CCCC4)nnc3c2c1	-7	-4	6	96	18	2	13	1	2	-2.2
CCCn1c(=O)n(C)c(=O)c2c(SC(C)C(=O)NCC3CCCO3)nc(CC(C)C)nc21 (centres undefined)	-2	-6	9	101	-3	-3	10	12	-2	-2.0
